From PubChem
A549 viability = kills or reduces viability of A549 cells in Nrf2 counter-screen. Potency, µM (top dose mostly 46 µM), inactives show at the highest dose activity change, negative = cytotoxicity, usual class: inhibitors. actives 0.16% (n = 390,000). AID 504648. A549 ARE-Fluc cells, CellTiter-Fluor viability, 18-24 h; further: potency means the concentration at half of the fitted maximal effect; on the % scale 0 is the no-effect control and ±100 the full control effect
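A549 ARE_Fluc cells in 5% FBS OPTI-MEM were exposed to compounds in concentration-response for 18-24 h at 37 deg C. Viability was read by CellTiter-Fluor fluorescence (Ex 405/Em 525) after 30 min, before the luciferase read.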
CCT modulator = cytosolic chaperonin activity modulation; purified chaperonin ATPase assay, HTRF ADP detection, 30 min; activity change, % (no concentration beside the values), hits read low; actives 0.3% (n = 360,000); in the data active means activity change below about -30%; further: on the % scale 0 is the no-effect control and ±100 the full control effect
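TRiC at 40 or 20 nM final (batch-dependent) in 30 mM Tris pH 7.4, 100 mM KCl, 5 mM MgCl2, 1 mM DTT, with compound at single 76 uM and 10 uM ATP, 30 min at 37 deg C. ADP detected by HTRF Transcreener, 665/615 ratio.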
TGFb inhibitor = blocks TGF-b signaling; AID 588855; actives 1.2% (n = 410,000); HepG2 CAGA-GFP TGF-b/SMAD3 reporter, GFP fluorescence, 18 h; TGF-beta stimulated, 500 pg/mL final; Potency, µM (titrated, usually from 46.1 µM), for the others: top-dose activity, negative = inhibition, usual class: inhibitors; further: potency means the concentration at half of the fitted maximal effect; on the % scale 0 is the no-effect control and ±100 the full control effect; nearly all actives have a fitted effect of over 65% in size
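Smad-responsive CAGA-GFP expression was quantified in HEPG2 cells exposed to compounds and 500 pg/mL final TGF-beta for 18 h at 37 degrees C; unstimulated wells defined full inhibition.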
HepG2 tox = HepG2 cytotoxicity, counter-screen for TGF-b inhibitors; AID 588856; HepG2 CAGA-GFP viability, ATP luminescence, 18 h; Potency, µM (top dose mostly 46.1 µM), inactives show at the highest dose activity change, negative = cytotoxicity, actives largely listed as cytotoxic; actives 0.76% (n = 410,000); further: potency means the concentration at half of the fitted maximal effect; some results filed as inactive show a strong effect at the top dose
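CellTiter-Glo luminescence gave cytotoxicity after 18 hours at 37 degrees C. The cells were HepG2 CAGA-GFP in 1% FBS DMEM, stimulated with 500 pg/mL TGF-beta after compound addition. %Activity was normalised to no-cell wells (complete cell-killing) and DMSO (no toxicity), and curves were fitted and classified.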
MmCpn inh = M. maripaludis TRiC chaperonin inhibition; Potency, µM (highest dose often 76.9 µM), for the others: at the top dose activity, negative = inhibition, usual class: inhibitors; actives 0.031% (n = 330,000); purified Mm-Cpn ATPase, ADP Transcreener TR-FRET; further: potency means the concentration at half of the fitted maximal effect; on the % scale 0 is the no-effect control and ±100 the full control effect; nearly all actives have a fitted effect of over 80% in size
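Eu-cryptate anti-ADP/ADP-d2 competition gives a ratio inversely related to ADP. Enzyme at 25 nM was pre-exposed to compound for 10 min, then given 10 uM ATP for 30 min, 37°C throughout.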
Nrf2 ARE act = activates Nrf2 signaling. Potency, µM (titrated, usually from 46.1 µM), inactives show top-dose activation, actives largely listed as activators. actives 0.31% (n = 410,000). AREc32 ARE-luciferase reporter (MCF7-derived line), luminescence, 24 h; further: potency means the concentration at half of the fitted maximal effect; % of control where 0% means no effect; nearly all actives have a fitted effect of over 65% in size
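Steps: seed AREc32_Fluc cells (1000/well, 5% FBS OPTI-MEM); incubate overnight at 37 deg C; add 23 nL compound; incubate 24 hr; add Steady-Glo; hold 30 min RT; read luminescence.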
pAkt inh = Akt phosphorylation inhibition; actives 0.32% (n = 360,000); AID 651550; activity change, % for hits at 50 µM; Neuro2A IGF-stimulated pAkt S473 HTRF, 20 min; hits give low values; in the data active means activity change below about -80%; inconclusive means mostly about -51% to -80%; further: on the % scale 0 is the no-effect control and ±100 the full control effect
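Neuro2A cells in DMEM with 0.5% FBS, overnight at 37 deg C, given compound at single 50 µM final, then IGF (6 nM final) for 20 min at 37 deg C. Lysed; phospho-Akt Ser473 by HTRF after 24 h, 665/615 ratio.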
Nrf2 inh = Nrf2 pathway inhibition. Potency, µM (series often up to 46 µM), without a hit: top-dose activity change, negative = inhibition, actives largely listed as inhibitors. A549 ARE-Fluc reporter, luciferase luminescence, 18-24 h. actives 2.1% (n = 360,000); further: potency means the concentration at half of the fitted maximal effect; on the % scale 0 is the no-effect control and ±100 the full control effect; nearly all actives have a fitted effect of over 60% in size
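Nrf2 function is reported as luminescence of an ARE-controlled luciferase in A549 cells. Compounds were tested at several concentrations, and a CellTiter-Fluor read on the same wells flagged cytotoxicity.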
ATXN viability = cell viability loss in ATXN counter-screen. S2 cells (HEK-293 line with an ATXN2-luciferase reporter) viability, CellTiter-Fluor protease fluorescence, 24 h. Potency, µM (doses to about 56.7 µM), hits mostly cytotoxic. actives 0.49% (n = 400,000). AID 651635; further: potency means the concentration at half of the fitted maximal effect; nearly all actives have a fitted effect of over 40% in size
Active calls of the source: *; i = inactive; ? = inconclusive; nt = no result given; [ ] = remark or other dose. Unless noted, the call rests on the fitted dose curve; in most records, active means well fitted curve in the direction sought with a large enough effect; inconclusive means small, poorly fitted or top-dose-only effect, or another doubt; inactive means no such curve, though single readings can be large; an effect the other way counts as inactive or inconclusive.

SMILES	A549 viability	CCT modulator	TGFb inhibitor	HepG2 tox	MmCpn inh	Nrf2 ARE act	pAkt inh	Nrf2 inh	ATXN viability
Cc1cccc(CSc2ncnc3c2cnn3Cc2ccccc2)c1	-19.3%	0.9	-5.6%	-5.3%	-0.2%	-0.4%	i	?	i
Cc1cc(OC(C)C(=O)NCC2CCC(C(=O)O)CC2)c2c(C)c(C)c(=O)oc2c1 (configuration not stated)	0.4%	-1.7	-8.4%	7.4%	1.0%	-1.1%	i	-2.7%	i
Cc1ccccc1CS(=O)(=O)CCC(=O)NCc1ccc(F)cc1Cl	3.5%	-2.6	9.2%	3.4%	0.7%	-0.4%	i	5.6%	i
Cc1sc2ncn(CC(=O)N3CCN(c4cccc(Cl)c4)CC3)c(=O)c2c1S(=O)(=O)N1CCN(c2ncccn2)CC1	-1.1%	nt	-15.8%	-2.9%	nt	-0.4%	nt	10.7%	i
Cn1c(SCC(=O)NC(=O)NCc2ccccc2)nnc1C(F)(F)F	6.1%	-1.3	-1.7%	0.1%	0.2%	0.0%	i	0.2%	i
CCC(C)(C)C1CCC(=NNC(=O)c2ccoc2C)CC1 (configuration not stated)	0.8%	-0.6	-3.4%	-3.7%	-0.8%	-0.2%	i	?	i
CCc1c(C)nc2ncnn2c1N1CCN(S(=O)(=O)c2ccc(OC)cc2)CC1	11.1%	-0.2	-10.9%	-10.6%	2.2%	1.7%	i	-28.9%	i
CSc1ccccc1NC(=O)c1ccc(N2CC3CC(C2)c2cccc(=O)n2C3)c(NC(=O)c2cccnc2)c1 (configuration not stated)	6.9%	0.6	2.4%	-1.5%	-1.9%	1.5%	i	-16.7%	i
COc1c(Cl)cc(Cl)cc1/C=N/n1cnnc1	5.7%	1.9	0.0%	-3.8%	1.2%	-0.3%	i	27.8%	i
Cc1ccnc(NC(=O)CCC(=O)N(CC(=O)NCc2ccccc2)Cc2ccccc2)c1	2.6%	0.7	9.1%	11.5%	-0.5%	-0.5%	i	20.6%	i
COc1cc2c(cc1OC)C(Nc1ccc(S(N)(=O)=O)cc1)=NC(C)(C)C2	2.2%	-0.2	8.5%	-3.5%	1.6%	-0.3%	i	3.5%	i
O=C(NCCc1ccccn1)c1n[nH]c(=O)c2ccccc12	-14.9%	-4.0	-5.4%	0.2%	-0.3%	3.4%	i	0.4%	i
COc1cc(Cl)cc(CN2CCC(CCC(=O)NC3CC3)CC2)c1OC	0.1%	-2.4	15.2%	-6.3%	-4.3%	0.4%	i	-5.2%	i
COc1cccc(O)c1CN1CCC(Oc2ccc(C(=O)NCc3ccccn3)cc2)CC1	0.5%	-13.0	14.5%	-13.7%	0.7%	-0.2%	i	-5.9%	i
CC1CCCC(NC(=O)CN2CCN(S(=O)(=O)c3ccc(Br)s3)CC2)C1C (configuration not stated)	-0.9%	2.0	-17.1%	-12.7%	1.6%	-0.2%	i	-6.8%	i
NC(=O)c1ccc(Oc2ccc3ccc(=O)oc3c2)c([N+](=O)[O-])c1	-1.1%	-0.5	-4.9%	4.5%	0.6%	21.2%	i	7.1%	i
C/C(=N\Nc1ccc(Cl)c(C(=O)O)c1)c1ccccn1	-0.5%	0.2	11.6%	-2.0%	-4.1%	-0.2%	i	?	25.1µM*
Cc1csc(=O)n1CCC(=O)OCC(=O)N(CC(C)C)c1c(N)n(Cc2ccccc2)c(=O)[nH]c1=O	-0.9%	0.0	-22.0%	-85.5%	-1.9%	2.8%	i	-2.7%	i
COc1ccc(S(=O)(=O)N2CCCOC2CNC(=O)C(=O)NCc2ccco2)cc1C (configuration not stated)	14.0%	2.0	-5.5%	-15.8%	0.1%	-0.5%	i	-5.1%	i
COc1ccc(CC(=O)NCc2ccc3c(c2)CCN3C(=O)c2ccc(Cl)cc2)cc1OC	?	nt	?	-22.3%	nt	0.6%	nt	nt	nt
CCOC(=O)C1CCCN(C(=O)c2cccc(S(=O)(=O)N(C)c3c(C)n(C)n(-c4ccccc4)c3=O)c2)C1 (configuration not stated)	22.1%	-0.9	10.8%	0.0%	0.8%	1.4%	i	0.6%	i
COc1ccc(Cc2nnc(SCC(=O)Nc3ccccc3C)n(N)c2=O)cc1	6.0%	-2.8	26.6%	-0.4%	0.9%	-0.7%	i	5.8%	i
Cc1cccc(C)c1NC(=O)Nc1nc(C(N)c2ccccc2Cl)cs1 (configuration not stated)	nt	-1.0	-4.9%	-7.4%	nt	2.9%	i	nt	?
Cc1ccc(-c2cc(NC(=O)C(C)Oc3ccccc3F)on2)cc1 (configuration not stated)	0.4%	nt	7.8%	-2.4%	nt	7.4%	nt	20.7%	i
O=C(CSCc1ccccc1)N1CCN(S(=O)(=O)c2cccc(F)c2)CC1	2.3%	-4.9	-37.3%	2.5%	0.5%	0.3%	i	12.6%	?
CCCn1nnnc1NCc1ccc(N(C)C)cc1	0.7%	1.2	4.6%	2.1%	-5.0%	-0.7%	i	9.1%	i
CCc1nc2ccc(C(=O)NCc3ccccc3OC)cn2c1N(CCC(C)C)CCN(C)C	nt	-0.3	?	-28.6%	nt	5.0%	i	nt	i
O=C(COC(=O)CCc1c[nH]c2ccccc12)NCc1ccccc1	1.5%	-2.8	-15.6%	5.9%	0.5%	-0.5%	i	5.6%	i
Nc1nnc(SCc2ccc([N+](=O)[O-])cc2)s1	-7.2%	-1.6	8.3%	5.4%	-4.8%	0.1%	i	26.2%	i
COc1ccccc1OCCSc1nc2ccccc2n1CCC(=O)O	5.1%	-0.9	-8.3%	-11.0%	-0.9%	-0.2%	i	-4.2%	i
O=C(O)C(c1ccccc1)N1CCCCC1 (configuration not stated)	-2.7%	-1.4	11.9%	12.6%	-0.2%	-0.5%[9.22 µM]	i	1.8%	i
CSc1nc2ncncc2[nH]1	?	-2.1	-5.9%	5.2%	nt	-0.2%	i	8.8%	i
CC(=O)N1CCc2cc(Br)cc(S(=O)(=O)NCc3ccc(Cl)cc3)c21	0.1%	-0.3	10.2%	-2.2%	-0.8%	-0.6%	i	?	i
O=S(=O)(c1ccc(Br)cc1)c1nnn2c1nc(Nc1cccc(C(F)(F)F)c1)c1sccc12	11.8%	nt	19.3%	-1.2%	nt	-0.8%	nt	26.0%	nt
CC(Oc1ccc([N+](=O)[O-])cc1)C(=O)NCC1CCCO1 (configuration not stated)	-1.1%	-1.4	-10.2%	-21.2%	0.2%	-0.4%	i	2.8%	i
CCNC(=S)N/N=C/c1cccc(C)c1	11.6%	-0.6	7.9%	9.5%	3.6%	2.6%	i	5.0%	i
O=C1COc2cc(S(=O)(=O)CCC(=O)N3CCN(c4ccccc4)CC3)c(Cl)cc2N1	3.5%	nt	1.7%	-7.2%	nt	-1.2%	nt	15.1%	i
O=C(CSc1nc2ccccc2[nH]1)NCc1ccccc1	-1.7%	0.3	-3.8%	-83.2%	-1.6%	3.5%	i	?	?
Cc1ccc2cc(C)c(SCC(=O)NCC3CCCO3)nc2c1 (configuration not stated)	2.8%	-2.6	-3.9%	-14.9%	-1.2%	4.3%	i	-7.5%	i
CCOc1ccc(C(=O)Oc2cc(C)[nH]c(=O)c2[N+](=O)[O-])cc1OCC	-3.6%	0.7	1.4%	2.6%	0.7%	-0.2%	nt	11.7%	nt
CCCOc1ccc(C2NC(=S)NC(C)=C2C(=O)c2ccccc2)cc1OC (configuration not stated)	?	0.6	-5.0%	-1.6%	-0.7%	0.0%	i	?	i
O=C(O)CN1C(=O)c2ccc(C(=O)c3ccccc3)cc2C1=O	-0.6%	-0.7	-0.1%	-1.6%	1.9%	-0.5%	i	2.2%	i
CCCN(CCC)CCCNC(=O)CN1C(=O)CSc2ccc(S(=O)(=O)N3CCOCC3)cc21	2.0%	-1.3	17.0%	10.9%	-0.6%	-0.1%	i	12.7%	i
COC(=O)CNC(=O)C(NC(=O)OCc1ccccc1)C(C)C (configuration not stated)	-2.6%	-3.6	-10.4%	-13.3%	1.3%	0.6%	i	-25.6%	i
CCOCC(=O)Nc1cccc(-c2nc3cccnc3s2)c1C	-1.8%	-2.7	-13.0%	-32.9%	-1.6%	7.8%	i	7.2%	?
CC(=O)c1ccc(N=c2scc(C)n2C(C)C)cc1	-2.1%	-1.5	-1.5%	-10.6%	-1.9%	0.9%	i	1.1%	nt
O=C(OCc1c(Cl)cccc1Cl)c1cnccn1	-1.2%	-1.2	-15.0%	-17.3%	2.3%	-0.1%	i	13.8%	i
CCCSC1=C(C#N)C(c2ccc(Cl)cc2Cl)CC(=O)N1 (configuration not stated)	-10.6%[1.84 µM]	-2.9	?	-21.6%	0.8%	-0.3%	i	?	i
COC(=O)CSc1nnnn1-c1ccccc1	-1.8%	-0.1	21.5%	13.8%	-11.8%	-0.3%	i	nt	i
COc1ccccc1NC(=S)NC(NC(=O)c1ccco1)C(Cl)(Cl)Cl (configuration not stated)	5.7%	0.1	12.8%	-9.1%	2.6%	0.2%	i	-22.2%	i
COc1ccc(OCc2nc(N)nc(Nc3ccccc3OC)n2)cc1	0.3%	-2.4	-4.6%	-20.7%	?	-0.7%	i	-8.7%	i
COc1cccc(CNC(=O)[C@@H]2CCCN2C(=O)[C@H]2CCCCN2C(=O)c2ccccc2C)c1	nt	1.8	nt	nt	nt	-0.4%	i	nt	i
O=C(CSCc1ccc(Cl)cc1)Nc1cccc(C(=O)O)c1	2.4%	-1.6	-1.3%	11.3%	-0.5%	0.1%	i	?	i
O=C(NCCN1CCC(n2c(=O)[nH]c3ccccc32)CC1)c1ccc(Cl)c(Cl)c1	nt	-2.5	nt	nt	nt	11.0%	i	nt	?
CCCOC(=O)c1ccc(Oc2cn[nH]c2-c2ccc(OCC)cc2O)cc1	-21.6%	0.1	?	-110.8%	1.0%	-1.3%	i	?	?
